DAX1 inh-1: DAX1 (NR0B1) inhibitors, primary screen, cell-based, HEK293, Gal4-DAX1, luciferase luminescence. Nuclear receptor subfamily 0 group B member 1 (Homo sapiens), P51843. HEK293 Gal4-DAX1 luciferase reporter. inhibition, % at 6.75 µM. hit rate 0.99% among 340,000. AID 504766, 2011;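 active = inhibition above the mean over all tested compounds plus 3 SD, cut at about 4.2% in these data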;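 also: 0% = DAX1-transfected cells with DMSO and 100% = empty-vector control cells with DMSO; inhibition shows as a rise in luminescence from relieved DAX1 repression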
DAX1 inh-2: DAX1 (NR0B1) inhibitors on StAR promoter, primary screen, cell-based, luminescence, SF-1 (NR5A1), full-length DAX-1. HEK293T StAR-luciferase reporter, SF-1/DAX-1 repression relief. inhibition, % at 6.8 µM. hit rate 1.1% among 370,000. AID 652010, 2013;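 active = inhibition above the mean over all tested compounds plus 3 SD, cut at about 3.6% in these data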;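 also: 0% = DAX-1 cells with DMSO and 100% = cells lacking DAX-1 with DMSO; higher inhibition means more luminescence from relief of DAX-1 repression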
PLCg1 inh: PLC-gamma1 enzyme inhibitors, primary screen, biochemical, fluorescence, purified enzyme | AID 720700, 2013 | inhibition, % at 12.2 µM | hit rate 0.84% among 370,000 | fluorogenic substrate; in the data active = inhibition above about 9.5%
Target sequence (P19174 whole entry, looked up): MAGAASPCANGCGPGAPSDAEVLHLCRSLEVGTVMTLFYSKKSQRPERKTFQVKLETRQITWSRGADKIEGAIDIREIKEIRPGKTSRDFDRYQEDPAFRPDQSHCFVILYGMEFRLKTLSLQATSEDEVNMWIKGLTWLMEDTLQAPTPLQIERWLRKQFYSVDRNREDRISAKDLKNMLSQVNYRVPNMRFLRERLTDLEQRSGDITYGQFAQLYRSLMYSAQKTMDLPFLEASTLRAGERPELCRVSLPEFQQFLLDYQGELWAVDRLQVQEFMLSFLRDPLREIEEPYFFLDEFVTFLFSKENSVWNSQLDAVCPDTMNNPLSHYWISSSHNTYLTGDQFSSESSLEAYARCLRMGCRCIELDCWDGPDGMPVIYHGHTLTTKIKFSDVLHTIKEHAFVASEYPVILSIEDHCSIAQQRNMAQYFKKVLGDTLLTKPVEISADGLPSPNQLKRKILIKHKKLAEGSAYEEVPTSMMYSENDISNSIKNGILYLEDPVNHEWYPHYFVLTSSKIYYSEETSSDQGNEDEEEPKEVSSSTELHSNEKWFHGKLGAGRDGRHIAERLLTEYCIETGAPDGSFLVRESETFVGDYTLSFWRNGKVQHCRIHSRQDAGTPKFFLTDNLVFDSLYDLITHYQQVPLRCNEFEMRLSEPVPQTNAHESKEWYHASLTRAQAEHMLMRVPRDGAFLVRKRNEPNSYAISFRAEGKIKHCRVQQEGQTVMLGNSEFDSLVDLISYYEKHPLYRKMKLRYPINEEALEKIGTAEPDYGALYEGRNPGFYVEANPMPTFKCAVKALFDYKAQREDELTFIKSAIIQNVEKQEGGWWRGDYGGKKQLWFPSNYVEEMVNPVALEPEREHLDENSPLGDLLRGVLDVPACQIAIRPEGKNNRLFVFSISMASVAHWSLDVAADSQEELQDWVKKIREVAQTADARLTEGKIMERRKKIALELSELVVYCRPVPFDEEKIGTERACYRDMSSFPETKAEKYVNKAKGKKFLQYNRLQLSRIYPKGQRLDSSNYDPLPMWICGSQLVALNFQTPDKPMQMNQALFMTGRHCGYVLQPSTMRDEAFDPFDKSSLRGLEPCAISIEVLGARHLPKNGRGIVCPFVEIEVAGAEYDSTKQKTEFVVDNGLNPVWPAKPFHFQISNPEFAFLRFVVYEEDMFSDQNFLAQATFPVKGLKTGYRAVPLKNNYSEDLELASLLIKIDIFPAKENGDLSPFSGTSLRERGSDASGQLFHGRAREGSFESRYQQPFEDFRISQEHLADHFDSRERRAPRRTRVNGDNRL
hcDAF-12 act: H. contortus DAF-12 nuclear receptor activators, primary screen, cell-based, luminescence, HEK293, lit1-tk-luc reporter; HEK293 hcDAF-12 lit1-tk-luc reporter; 0% DMSO, 100% Δ7-dafachronic acid; activation, % at 6.8 µM; hit rate 1.4% among 370,000;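 active = activation above the mean of all tested compounds plus 3 SD, cut at about 5.5% in these data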;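 also: 100% = response to 3 µM Δ7-dafachronic acid high control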
Rev-erbA mod: modulators of Rev-erb alpha DNA binding, primary screen, biochemical, FITC-DNA, fluorescence polarization, uHTS; Rev-erbα–FITC-DNA binding, 90 min; activity, % at 10 µM; hit rate 0.79% among 370,000; AID 1259318, 2017;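 active = activity above about 14%, limit read from the data; passing the limit was not always enough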;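 also: 0% = DMSO wells with 35 nM protein and 100% = DMSO wells with 750 nM protein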
ssDAF-12 act: S. stercoralis DAF-12 nuclear receptor activators, primary screen, cell-based, luminescence, HEK293, GRIP1 co-expression, lit1-tk-luc; activation, % at 6.8 µM; hit rate 1% among 370,000; HEK293 ssDAF-12/GRIP1 lit1-tk-luc reporter; % of 3 µM dafachronic acid response;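 active = activation above the mean over all tested compounds plus 3 SD, cut at about 0.9% in these data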;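 also: 0% = DMSO-only wells and 100% = 3 µM delta7-dafachronic acid wells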
hgDAF-12 ag: H. glycines DAF-12 receptor agonists, primary screen, cell-based, luminescence, HEK293, GAL4 fusion, UAS-luciferase. HEK293 GAL4-hgDAF12 UAS-luciferase reporter, agonist luminescence; normalized to butyrate control. hit rate 1.8% among 370,000. activation, % at 6.8 µM;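 active = activation above a cutoff set at the mean of all screened compounds plus 3 SD, cut at about 10% in these data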;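 also: 0% = DMSO wells and 100% = sodium butyrate wells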
ADAM17 inh: ADAM17 inhibitors, primary screen, biochemical, QFRET | inhibition, % at 6.95 µM | recombinant ADAM17, EDANS/DABCYL FRET peptide cleavage | hit rate 0.83% among 370,000;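 active = inhibition above the mean of compounds lying between control limits plus 3 SD, set per campaign, cut at about 8.5% in these data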;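 also: 0% = DMSO-only wells as the low control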
PLC-beta3 inh: human PLC-beta3 inhibitors, primary screen, biochemical, fluorescence. Purified PLC-beta3, fluorogenic substrate. inhibition, % at 12.2 µM. hit rate 0.18% among 370,000; in the data active = inhibition above about 11%;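 also: 0% = median of compound wells on plate and 100% = full blocker control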
SMARCA2 activ: SMARCA2 (BRM) function activators, primary screen, cell-based, luminescence, high throughput | MG213 cells, MMTV-luciferase reporter, dexamethasone, overnight | activation, % at 9.1 µM | hit rate 1% among 370,000; in the data active = activation above about 7.8%;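 also: 0% = vehicle wells and 100% = reference activator wells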
MBD2 DNA inh: inhibitors of MBD2 binding to methylated DNA, primary screen, biochemical, TR-FRET, DNA-binding domain, human. MBD2 binding to methylated oligonucleotide. Methyl-CpG-binding domain protein 2 (Homo sapiens), Q9UBB5. hit rate 0.31% among 370,000. inhibition, % at 4.4 µM; in the data active = inhibition above about 13%
Numbers without * were called inactive; & = joins results of further samples.

Cc1ccc(C)c(OCCC(=O)OCC(=O)c2ccc3c(c2)NC(=O)CO3)c1 was read as DAX1 inh-1 -0.6, DAX1 inh-2 2.9, PLCg1 inh 2, hcDAF-12 act 2.8, Rev-erbA mod 1, ssDAF-12 act -0.7, hgDAF-12 ag 1.0, ADAM17 inh -4, PLC-beta3 inh -2, SMARCA2 activ -1 and MBD2 DNA inh 0.
`COc1ccc(-c2noc(CNC(=O)c3ccc4c(c3)OCO4)n2)cc1` gave DAX1 inh-1 -1.8, DAX1 inh-2 -0.2, PLCg1 inh 2, hcDAF-12 act 0.5, Rev-erbA mod -2, ssDAF-12 act -0.9, hgDAF-12 ag 1.5, ADAM17 inh 2, PLC-beta3 inh -8, SMARCA2 activ 0 and MBD2 DNA inh 1.
`C#CCNC(=O)C1=C[C@@H](C2CCCCC2)C[C@@H](OCCCCO)O1` gave DAX1 inh-1 0.2, DAX1 inh-2 -0.1, PLCg1 inh -4, hcDAF-12 act -0.4, Rev-erbA mod -2, ssDAF-12 act -0.8, hgDAF-12 ag 0.0, ADAM17 inh 0, PLC-beta3 inh -3, SMARCA2 activ 0 and MBD2 DNA inh -7.
For O=Cc1ccc(OCC(=O)NCC2CCCO2)cc1 (stereo not given) the results were DAX1 inh-1 1.1, DAX1 inh-2 0.1, PLCg1 inh 6, hcDAF-12 act -1.2, Rev-erbA mod 8, ssDAF-12 act -1.4, hgDAF-12 ag 1.6, ADAM17 inh 1, PLC-beta3 inh -1, SMARCA2 activ 1 and MBD2 DNA inh 1.
Screening CCC(=O)OCCCN1C(=O)CCC12CCC(C)CC2 (stereo not given) returned DAX1 inh-2 0.8, PLCg1 inh 0, hcDAF-12 act -0.6, Rev-erbA mod 1, ssDAF-12 act -1.3, hgDAF-12 ag -2.9, ADAM17 inh 0, PLC-beta3 inh 4, SMARCA2 activ -3 and MBD2 DNA inh 5.
Screening CN(C)CCNC(=O)c1cc2ccccc2oc1=O returned DAX1 inh-1 0.0, DAX1 inh-2 -0.8, PLCg1 inh -7, hcDAF-12 act -2.0, Rev-erbA mod -3, ssDAF-12 act -1.2, hgDAF-12 ag -1.7, ADAM17 inh -19, PLC-beta3 inh -13, SMARCA2 activ 0 and MBD2 DNA inh 7.
For CCOC(=O)C1CC2=C(CCCC2=O)NC1=O (stereo not given) the results were DAX1 inh-1 3.0, DAX1 inh-2 1.4, PLCg1 inh -2, hcDAF-12 act 0.9, Rev-erbA mod -2, ssDAF-12 act -1.3, hgDAF-12 ag 3.3, ADAM17 inh -3, PLC-beta3 inh -3, SMARCA2 activ -7 and MBD2 DNA inh -3.
Screening CC1CCCN(CCCNS(=O)(=O)c2cc3c(cc2Br)CCN3C(=O)C2CC2)C1 (stereo not given) returned DAX1 inh-2 1.9, PLCg1 inh -2, hcDAF-12 act -0.1, Rev-erbA mod -6, ssDAF-12 act -0.3, hgDAF-12 ag 3.3, ADAM17 inh 5, PLC-beta3 inh 2, SMARCA2 activ 1 and MBD2 DNA inh 4.
NC(c1ccccc1)c1cccnc1 (stereo not given) was read as DAX1 inh-1 -0.2, DAX1 inh-2 -0.9, PLCg1 inh 4, hcDAF-12 act -1.2, Rev-erbA mod 0, ssDAF-12 act -0.6, hgDAF-12 ag -3.6, ADAM17 inh -8, PLC-beta3 inh -11, SMARCA2 activ -1 and MBD2 DNA inh 5.
`COc1ccc(OC)c(Nc2ncnc3c2cnn3-c2ccccc2)c1` gave DAX1 inh-1 -0.5, DAX1 inh-2 0.3, PLCg1 inh -7, hcDAF-12 act 0.6, Rev-erbA mod 5, ssDAF-12 act -1.6, hgDAF-12 ag -2.2, ADAM17 inh 1, PLC-beta3 inh -6, SMARCA2 activ 1 and MBD2 DNA inh -1.
For COc1ccc(CCn2c(-c3ccncc3)n[nH]c2=S)cc1OC the results were DAX1 inh-1 3.8, DAX1 inh-2 0.0, PLCg1 inh 4, hcDAF-12 act 2.6, Rev-erbA mod -7, ssDAF-12 act -1.1, hgDAF-12 ag 3.0, ADAM17 inh 0, PLC-beta3 inh 3, SMARCA2 activ 3 and MBD2 DNA inh 0.
Fc1ccc([C@@H]2CCNC[C@H]2COc2ccc3c(c2)OCO3)cc1 was read as DAX1 inh-1 -0.2&0.8&-0.6, DAX1 inh-2 -0.8&-1.1&-0.2, PLCg1 inh 2&3&3, hcDAF-12 act -0.2&0.8&-1.2, Rev-erbA mod 4&5&0&-1, ssDAF-12 act -1.2&-1.0&-0.9, hgDAF-12 ag 3.6&2.4&4.2, ADAM17 inh -4&-6&-4, PLC-beta3 inh 3&2&2, SMARCA2 activ 0&-4&-4 and MBD2 DNA inh 1&8&-5.
COc1cccc(-c2nnc(SCC(=O)OC(C)C)n2-c2ccc(Cl)cc2)c1 was read as DAX1 inh-2 -0.1, PLCg1 inh 0, hcDAF-12 act -3.4, Rev-erbA mod 2, ssDAF-12 act -1.1, hgDAF-12 ag 0.5, ADAM17 inh 2, PLC-beta3 inh 0, SMARCA2 activ -1 and MBD2 DNA inh 2.
For COc1ccc(S(=O)(=O)N2CCCCC2)cc1NC(=O)CNc1ccc(F)cc1C the results were DAX1 inh-1 1.0, DAX1 inh-2 1.8, PLCg1 inh 5, hcDAF-12 act -0.3, Rev-erbA mod 4, ssDAF-12 act -0.9, hgDAF-12 ag 1.0, ADAM17 inh 5, PLC-beta3 inh -1, SMARCA2 activ 2 and MBD2 DNA inh -6.
`COc1ccc(/C=C/C(=O)NC(=S)Nc2ccc(Br)cn2)cc1` gave DAX1 inh-1 1.5, DAX1 inh-2 0.2, PLCg1 inh 4, hcDAF-12 act -1.2, Rev-erbA mod 0, ssDAF-12 act -0.7, hgDAF-12 ag 0.3, ADAM17 inh 1, PLC-beta3 inh 5, SMARCA2 activ 3 and MBD2 DNA inh -1.
For CCOC(=O)/C(=C(/C)N)C1CC(=O)NC1=O (stereo not given) the results were DAX1 inh-1 -0.1, DAX1 inh-2 -0.1, PLCg1 inh -6, hcDAF-12 act 0.0, Rev-erbA mod 0, ssDAF-12 act -0.6, hgDAF-12 ag 1.6, ADAM17 inh -8, PLC-beta3 inh -5, SMARCA2 activ 2 and MBD2 DNA inh -7.
Screening CCOC(=O)c1c(C)oc2c1c(CN1CCN(CCO)CC1)c(O)c1ccccc12 returned DAX1 inh-1 1.3, DAX1 inh-2 4.8*, PLCg1 inh -6, hcDAF-12 act 7.1*, Rev-erbA mod 8, ssDAF-12 act 1.1*, hgDAF-12 ag 10, ADAM17 inh -1, PLC-beta3 inh -17, SMARCA2 activ -1 and MBD2 DNA inh 0.
`COc1ccc(CC(C)Nc2ccccc2F)cc1` (stereo not given) gave DAX1 inh-1 -1.7, DAX1 inh-2 -0.2, PLCg1 inh 0, hcDAF-12 act -0.7, Rev-erbA mod 1, ssDAF-12 act -0.3, hgDAF-12 ag 3.3, ADAM17 inh -2, PLC-beta3 inh -4, SMARCA2 activ -1 and MBD2 DNA inh -5.
O=C1NCCN1CCNc1nc(NCC2CC2)nc2cc(-c3ccccc3)sc12 was read as DAX1 inh-2 -0.8, PLCg1 inh -12, hcDAF-12 act -1.5, Rev-erbA mod 0, ssDAF-12 act -1.2, hgDAF-12 ag -1.8, ADAM17 inh -34, PLC-beta3 inh -23, SMARCA2 activ -5 and MBD2 DNA inh 3.
Screening CC(/C=N/NC(=O)CCn1nnc2ccccc21)=C\c1ccccc1 returned DAX1 inh-1 -1.5, DAX1 inh-2 -0.5, PLCg1 inh -5, hcDAF-12 act -0.1, Rev-erbA mod -1, ssDAF-12 act -0.7, hgDAF-12 ag -1.5, ADAM17 inh -7, PLC-beta3 inh -1, SMARCA2 activ 1 and MBD2 DNA inh 4.

Brought forward from above: 4 compounds, followed by the next part.
Screening CCOC(=O)c1c(C)oc2c1c(CN1CCN(CCO)CC1)c(O)c1ccccc12 returned DAX1 inh-1 1.3, DAX1 inh-2 4.8*, PLCg1 inh -6, hcDAF-12 act 7.1*, Rev-erbA mod 8, ssDAF-12 act 1.1*, hgDAF-12 ag 10, ADAM17 inh -1, PLC-beta3 inh -17, SMARCA2 activ -1 and MBD2 DNA inh 0.
`COc1ccc(CC(C)Nc2ccccc2F)cc1` (stereo not given) gave DAX1 inh-1 -1.7, DAX1 inh-2 -0.2, PLCg1 inh 0, hcDAF-12 act -0.7, Rev-erbA mod 1, ssDAF-12 act -0.3, hgDAF-12 ag 3.3, ADAM17 inh -2, PLC-beta3 inh -4, SMARCA2 activ -1 and MBD2 DNA inh -5.
O=C1NCCN1CCNc1nc(NCC2CC2)nc2cc(-c3ccccc3)sc12 was read as DAX1 inh-2 -0.8, PLCg1 inh -12, hcDAF-12 act -1.5, Rev-erbA mod 0, ssDAF-12 act -1.2, hgDAF-12 ag -1.8, ADAM17 inh -34, PLC-beta3 inh -23, SMARCA2 activ -5 and MBD2 DNA inh 3.
Screening CC(/C=N/NC(=O)CCn1nnc2ccccc21)=C\c1ccccc1 returned DAX1 inh-1 -1.5, DAX1 inh-2 -0.5, PLCg1 inh -5, hcDAF-12 act -0.1, Rev-erbA mod -1, ssDAF-12 act -0.7, hgDAF-12 ag -1.5, ADAM17 inh -7, PLC-beta3 inh -1, SMARCA2 activ 1 and MBD2 DNA inh 4.
Screening O=C(NCCSCc1ccc(Cl)cc1Cl)c1ccc(CN2CCOCC2)cc1 returned DAX1 inh-1 -1.6, DAX1 inh-2 -2.3, PLCg1 inh 4, hcDAF-12 act -3.4, Rev-erbA mod -6, ssDAF-12 act -1.8, hgDAF-12 ag -3.9, ADAM17 inh 1, PLC-beta3 inh 3, SMARCA2 activ -4 and MBD2 DNA inh -1.
Cc1nn(CCCNC(=O)C2CCCO2)cc1Br (stereo not given) was read as DAX1 inh-1 -1.5, DAX1 inh-2 0.7, PLCg1 inh -1, hcDAF-12 act -1.4, Rev-erbA mod 2, ssDAF-12 act -1.3, hgDAF-12 ag -0.9, ADAM17 inh -3, PLC-beta3 inh 1, SMARCA2 activ -1 and MBD2 DNA inh 1.
`CC(C)Cc1cc(C(=O)Nc2sc3c(c2C#N)CCCC3)no1` gave DAX1 inh-1 1.6, DAX1 inh-2 0.2, PLCg1 inh -5, hcDAF-12 act 1.4, Rev-erbA mod 5, ssDAF-12 act -0.9, hgDAF-12 ag -0.1, ADAM17 inh -3, PLC-beta3 inh -10, SMARCA2 activ -2 and MBD2 DNA inh 7.
`Cc1ccc(CNC(=O)CSc2ncccn2)cc1` gave DAX1 inh-1 1.1, DAX1 inh-2 1.1, PLCg1 inh -2, hcDAF-12 act -0.6, Rev-erbA mod 0, ssDAF-12 act -0.5, hgDAF-12 ag 3.4, ADAM17 inh -5, PLC-beta3 inh 4, SMARCA2 activ 1 and MBD2 DNA inh -2.
